Assay outcomes from PubChem.
H9c2 TAG inh = inhibitors of triacylglycerol accumulation. H9c2 cells, Nile Red lipid (TAG) fluorescence; cells loaded with 200 µM oleic acid. inhibition, % at 12.5 µM. actives 0.66% (n = 230,000);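 active means pattern-corrected inhibition of lipid staining of at least 50% with the nuclear-stain viability signal not falling by more than 50%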;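 further: 0% = DMSO wells and 100% = triacsin C control wells; some results filed as inactive read as strong as hits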
H9c2 TAG inh DAPI viability = also measured in H9c2 TAG inh; calls as there; DAPI nuclei signal change (viability), lower = more cytotoxic, %;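 whole-well DAPI fluorescence read on a plate reader as a viability signal; minus 50 percent equals half of cells still viable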
Active calls of the source: *.

SMILES | H9c2 TAG inh | H9c2 TAG inh DAPI viability
Cc1ccc(-c2cc(=O)c3cc(C)ccc3[nH]2)cc1 | 11 | -9
O=C(NC1CCCCC1)c1cc(C(=O)c2ccccc2Br)c[nH]1 | 4 | 7
CN1c2ccc([N+](=O)[O-])cc2N(C)C1(C)c1ccccc1 (configuration not stated) | -13 | 4
O=C1NCCN(CC2CCN(CCc3ccc(Cl)c(Cl)c3)CC2)C1=O | 7 | -1
Nc1cccc(Nc2ccccc2)c1 | 8 | 6
Cc1noc(C)c1COc1cccc(C(=O)NC(C)(C)C)c1 | 0 | 1
CC1(C)c2[nH]c3ccccc3c2C[C@H]2C(=O)N(Cc3cccc(F)c3)C(=O)N21 | 7 | -6
CCCCCNC(=O)Cc1cc(=O)[nH]c(=O)[nH]1 | 4 | 5
Cc1ccc(C(=O)ONc2ccc(N=O)cc2)cc1 | 4 | 12
CCCn1nnc(NC(=O)/C=C/c2ccco2)n1 | -2 | 1
O=C(NC(=S)Nc1ccccc1Br)C1CCC1 | 12 | -11
CCN(C(=O)CN1CCCCC1)c1c(N)n(Cc2ccccc2)c(=O)[nH]c1=O | 1 | 1
COC(=O)/C(C#N)=C/c1cc(C)sc1C | 9 | -4
Cc1ccc(S(=O)(=O)NCC(=O)OC(C)C(=O)NC2CCCCC2C)cc1C (configuration not stated) | -12 | 1
CC(=O)Nc1ccc(NC(=O)c2c([N+](=O)[O-])c(C(C)(C)C)nn2C)cc1 | -9 | 2
COc1ccc(/C=C/C(=O)c2ccccc2O)cc1 | -16 | 5
C/C(N)=C(/C#N)C(=O)CSc1nnc(Nc2cccc(C)c2C)s1 | 24 | -3
O=C(N[C@@H](Cc1ccc(Br)cc1)C(=O)O)OCC1c2ccccc2-c2ccccc21 | -16 | -4
CC(=O)Nc1cccc(-c2ccnc3c2CC(C(=O)NCc2cccc(Cl)c2)O3)c1 (configuration not stated) | -1 | -20
C=CCn1c(SCC(=O)Nc2ccc(C(=O)OCC)cc2)nnc1-c1cccs1 | -2 | 6
Cc1ccc(NC(=O)CN(C)C(=O)c2ccc(Cl)c([N+](=O)[O-])c2)cc1 | 1 | 1
CCN(Cc1nc2cc(Cl)ccc2c(=O)[nH]1)C(=O)c1nn(C)c(=O)c2ccccc12 | 3 | -12
Oc1ccc(/C=N/N2CCN(c3ccccn3)CC2)cc1 | -5 | 0
Cc1cc(C)c(C)c(OCCNCc2ccccc2)c1 | -2 | 18
O=C(NC(=S)Nc1ccc2[nH]c(=O)[nH]c2c1)c1ccccc1[N+](=O)[O-] | 12 | 9
FC(F)Oc1ccc(/C=N/c2c(-c3ccc(OC(F)F)cc3)nc3n2CCS3)cc1 | 11 | -11
CCOC(=O)c1c(NC(=O)C2CCCO2)sc(C(=O)OC(C)(C)C)c1C (configuration not stated) | 20 | 7
O=S(=O)(c1ccccc1)c1nc(-c2cccs2)oc1NCCCn1ccnc1 | 9 | -4
O=C1CCCC(O)=C1N=Nc1cccc(C(=O)O)c1 | -4 | -3
Cc1ccc(C(=O)NCCn2ccc3ccccc32)cc1[N+](=O)[O-] | 1 | -8
CC(=O)c1c(C)nn(C(=O)N2CCOCC2)c1C | 3 | -3
CCN(C(=O)CSc1nc(-c2cccs2)nc2ccccc12)C1CCS(=O)(=O)C1 (configuration not stated) | 1 | 13
O=C(Nc1cccc2c1CCCC2)c1cc(C2CCCCN2S(=O)(=O)c2cccs2)on1 (configuration not stated) | 9 | -8
COc1ccc(/C=C/C(=O)c2cc3c(cc2N)OCO3)cc1 | 3 | 8
COc1ccc(OC)c(NC(=O)COC(=O)/C=C/c2c(C)nn(C3CCS(=O)(=O)C3)c2Cl)c1 (configuration not stated) | -17 | 12
Cn1c(COc2ccc([N+](=O)[O-])cc2)nnc1SCC(N)=O | -15 | 7
CCOC(=O)c1c(N)c(C#N)c2n1CCCC2 | -18 | 5
CC(C)(C)c1ccc(OCCCN2CCCC2)cc1 | -7 | 4
COCc1c(C(=O)N2CCN(Cc3ccc4c(c3)OCO4)CC2)oc2ccccc12 | -21 | 3
CCn1c(SC(C)C)nnc1C1CCN(S(=O)(=O)c2ccc(OC)cc2)CC1 | -23 | 8
CCOc1cc(C(=O)N2CCN(c3ccccn3)CC2)cc(OCC)c1OCC | 3 | -1
Cn1nc(C(=O)Nc2cccc(S(N)(=O)=O)c2)c2ccccc2c1=O | 16 | 2
COc1cccc(OC)c1C(=O)NC(=S)NNC(=O)[C@H]1C[C@@H]1c1ccccc1 | 2 | -10
Cc1ccccc1S(=O)(=O)N1[C@@H](c2ccc(F)cc2)C(C(=O)O)=CC[C@H]1c1ccc(Cl)cc1 | 9 | 2
O=C(Nc1nccs1)c1ccc[nH]c1=O | 5 | 3
CC1(C(=O)NS(=O)(=O)C2CC2)CCN(C(=O)c2cc(F)cc(F)c2)C1 (configuration not stated) | 11 | -3
CC[C@@]1(C(=O)OC)N[C@H](CN(C)S(=O)(=O)c2ccccc2)[C@@H]2C(=O)N(Cc3ccccc3)C(=O)[C@@H]21 | 6 | -1
COc1ccc(/C=C2\CCc3ccccc3C2=O)cc1Cn1nc(C)cc1C | 18 | -14
COc1cccc(CNc2nc3cc(-c4ccc(C(=O)N5CCN(C)CC5)cc4)sc3c(=O)n2C)c1 | 11 | 0
Cc1ccc(C)c(N2CCN(S(=O)(=O)c3c(C)noc3/C=C/N(C)C)CC2)c1 | 14 | -3
O=S(=O)(c1ccc(NC(=S)NCc2ccncc2)cc1)N1CCCCC1 | -18 | -10
COCC(=O)n1cc(C(=O)OC)c2ccccc21 | -25 | 2
COc1ccccc1-n1cnnc1SC(C)C(=O)Nc1ccc(NC(C)=O)cc1 (configuration not stated) | -20 | -12
CC(/C=N/n1c(-c2n[nH]c3c2CCC3)n[nH]c1=S)=C\c1ccco1 | 3 | 9
C[C@H](CO)N1C[C@H](C)[C@H](CN(C)C(=O)Nc2ccc(-c3cccs3)cc2)OCc2cnnn2CCCC1=O | 11 | 2
COC(=O)/C=c1/sc2n(c1=O)CCN=2 | 16 | -22
CC(C)N(C)CCOC(=O)C1COc2ccccc2O1 (configuration not stated) | -3 | 0
N=C1c2ccccc2CN1NC(=O)COc1ccc(Cl)cc1 | 17 | -4
CC(C)c1cccc(-c2csc(C(O)c3ccccc3)n2)c1 (configuration not stated) | -21 | 9
CC1(NC(=S)Nc2ccc(NC(=S)NC3(C)CCS(=O)(=O)C3)cc2)CCS(=O)(=O)C1 (configuration not stated) | 18 | -11
(continued)
SMILES | H9c2 TAG inh | H9c2 TAG inh DAPI viability
Fc1ccc(-c2cnc[nH]2)cc1 | 7 | -4
Cc1ccc(S(=O)(=O)N(C)C)cc1NC(=O)C(C)OC(=O)c1cc[n+]([O-])cc1 (configuration not stated) | 6 | -8
COC(=O)/C(C#N)=C\c1c(OC)[nH]c2ccccc12 | 7 | 7
Cc1ccccc1NC(=O)c1ccc(CN2CCc3ccccc3C2)cc1 | -8 | 2
CCn1c(/C=C/c2ccccc2C)nc2ccccc2c1=O | -22 | 5
COc1cccc(NC2=C(NCCO)C(=O)c3ccccc3C2=O)c1 | 35 | 1
CCCCNC(=O)C1(C)CCCCN1C(=O)c1oc2ccccc2c1C (configuration not stated) | 34 | 11
CC(=O)C[C@H]1c2cc(C(F)(F)F)ccc2S(=O)(=O)N1c1ccccc1 | -15 | 4
CCOc1ccc(S(=O)(=O)N/N=C(\C)c2ccc3c(c2)OCO3)cc1 | -8 | 4
CC(NC(=O)Cn1cc(C(=O)C2CC2)c2ccccc21)c1ccccc1 (configuration not stated) | 34 | 3
CC(=O)Nc1ccc(C(=O)N2CCOCC2c2cc(C(=O)NCc3ccccc3)no2)cc1 (configuration not stated) | 9 | 2
COc1ccc(-c2nc(CN3CCN(c4ccccc4OC)CC3)c(C)o2)cc1 | -23 | 16
O=C(Cn1c(=O)oc2cc(S(=O)(=O)N3CCCC3)ccc21)Nc1ccc(C(F)(F)F)cc1 | -3 | 7
COc1ccc(N=C2C=CC(=O)O2)cc1 | -3 | -5
O=C(CSc1ncn[nH]1)Nc1ccc(Br)cc1F | 11 | -4
CC(NC(=O)CCSc1nc(-c2ccco2)cc(C(F)(F)F)n1)c1ccccc1 (configuration not stated) | 16 | -11
Cc1c(C(=O)c2ccccc2)oc2ccc3ccccc3c12 | -5 | -7
COc1ccc(C(=O)NCC(=O)OCC(=O)NC(=O)c2ccc(C(C)(C)C)cc2)cc1OC | 5 | -3
CCOC(=O)c1csc(NC(=O)C(C)(C)C)n1 | 11 | -5
CC(C)C(=O)Nc1ccc(C(=O)N/N=C/C2CC3C=CC2C3)cc1 (configuration not stated) | 9 | 1

3 of the compounds above, with values under each structure:
The line under a structure holds: H9c2 TAG inh	H9c2 TAG inh DAPI viability
> CCCCNC(=O)C1(C)CCCCN1C(=O)c1oc2ccccc2c1C (configuration not stated)
  34	11
> COc1ccc(-c2nc(CN3CCN(c4ccccc4OC)CC3)c(C)o2)cc1
  -23	16
> CC(NC(=O)Cn1cc(C(=O)C2CC2)c2ccccc21)c1ccccc1 (configuration not stated)
  34	3

(next part)
SMILES | H9c2 TAG inh | H9c2 TAG inh DAPI viability
Cc1cc(NC(=O)Cc2ccc(Br)cc2)no1 | 5 | -5
CC(=O)c1cccc(NC(=S)Nc2ccn(Cc3cccc4ccccc34)n2)c1 | -9 | 8
Cc1ccc(-n2nnc3c(=O)n(Cc4ccccc4C)cnc32)cc1 | 11 | -1
CCn1ccnc1[C@@H]1C[C@H]2CN(Cc3cccc(Cl)c3)C(=O)[C@]23CCCN13 | 18 | -18
O=C(Cc1ccc(F)cc1)Nc1cccc(-c2ccc3nncn3n2)c1 | -4 | -2
O=C(NNc1nc(-c2ccccc2)cs1)c1cccs1 | 2 | 4
CC1CCCCC1NC(=O)C(C)N1C(=O)c2ccccc2C1=O (configuration not stated) | -11 | -2
CCOC(=O)CSc1nc2c(cnn2-c2ccc(C)cc2)c(=O)[nH]1 | -4 | 0
CC1=CC(C)C2C(=O)N(O)C(=O)C2C1 (configuration not stated) | 10 | -6
CCC(C)(O)c1[nH]c2ccc(C(F)(F)F)cc2c1C (configuration not stated) | 5 | 4
O=C1CC2(CCCC2)C(=O)N1CN1CCN(S(=O)(=O)c2ccc(Cl)c(Cl)c2)CC1 | 1 | -5
O=C(Nc1ccnn1C1CCN(CCCc2ccccc2)CC1)c1ccccc1 | 11 | 6
NC(=O)C1CCN(C(=O)c2ccc(Cl)c(S(=O)(=O)N3CCc4ccccc43)c2)CC1 | -3 | 8
Cc1ccc(Cn2ncn3c(cc4ccccc43)c2=O)cc1 | -14 | 3
C=CCSc1nnc(-c2cc(Br)ccc2N)c(=O)[nH]1 | -1 | 3
CCCn1c(=O)c2c(nc(Br)n2CCC)n(C)c1=O | 11 | -9
COc1cc(CCCN2C(N)=NC[C@@H]2Cc2ccccc2)cc(OC)c1OC | -24 | 5
Cn1c(SCC(=O)N2c3ccccc3Sc3ccccc32)nnc1-c1ccco1 | -24 | -3
CCOC(=O)N1CCN(C(=O)c2ccc(N(Cc3ccccc3)S(C)(=O)=O)cc2)CC1 | 0 | 8
Cn1c(C(C(=O)NCC2CCCO2)N(CCc2ccccc2)C(=O)Cn2nnc3ccccc32)nc2ccccc21 (configuration not stated) | -16 | 0
CC1(Oc2ccc(F)cc2)CCN(Cc2ccccc2OC(F)F)C1 (configuration not stated) | -9 | 7
O=C(CSc1nnnn1-c1ccccc1)NCCCN1CCCC1=O | -1 | -1
CNc1c(N)n(Cc2ccccc2)c(=O)[nH]c1=O | -9 | 27
Cc1ccc(C2N(c3ccc(Cl)cc3)C(=O)N3CCCN23)cc1 (configuration not stated) | -6 | 10
CCN(C(=O)CSc1nnnn1-c1ccccc1OC)C1CCS(=O)(=O)C1 (configuration not stated) | -1 | 2
O=C(c1ccccc1[N+](=O)[O-])N(CCc1ccccc1)Cc1ccccc1 | -12 | -3
COc1ccc(NC(=O)c2ccc(NC(=O)CN3CCN(c4ccc(O)cc4)CC3)cc2)cc1 | 14 | 3
O=C1CCCN1c1ccc(N2CCCC2=O)cc1 | -6 | -2
O=C(CSc1nnc(-c2ccccc2)c(-c2ccccc2)n1)Nc1ccc(Br)cn1 | -1 | -8
O=C1C=C(c2ccc3c(c2)oc2ccccc23)C[C@@H](c2ccc3c(c2)OCO3)C1 | -17 | -6
Cc1nc(SCC(=O)Nc2ccc3c(c2)OCO3)c(C#N)c2c1CCCC2 | -2 | 4
O=C(NC(=S)N1CCCCCC1)c1cccc([N+](=O)[O-])c1 | -13 | 1
Cc1ccc([C@H]2N[C@]3(CCCN(Cc4ccc(F)cc4)C3=O)[C@H]3C(=O)N(Cc4ccccc4)C(=O)[C@@H]23)cc1 | -12 | 6
OCCN(CC#CCC(O)(c1ccccc1)C1CCCC1)CCO (configuration not stated) | -14 | 6
CCS(=O)c1ccccc1C(=O)OC(C)C(=O)Nc1ccc(S(=O)(=O)N2CCCC2)cc1 (configuration not stated) | -5 | -6
c1ccc2c(c1)CCc1c(-c3ccncc3)n[nH]c1-2 | 26 | 1
Cc1c(NS(=O)(=O)c2ccc(C(=O)N(C)Cc3cccc(Cl)c3Cl)cc2)c(=O)n(-c2ccccc2)n1C | -1 | -3
COc1nc(-c2ccccc2)nc(-c2ccccc2)c1C | -14 | -6
COC(=O)c1ccc(S(=O)(=O)N2CCCC2)o1 | 5 | 5
COc1ccc(CNC(=O)C2CCN(S(C)(=O)=O)CC2)c(OC)c1 | 13 | -2

Arranged by molecular weight (largest number first): part of the list above
SMILES | H9c2 TAG inh | H9c2 TAG inh DAPI viability
Cc1c(NS(=O)(=O)c2ccc(C(=O)N(C)Cc3cccc(Cl)c3Cl)cc2)c(=O)n(-c2ccccc2)n1C | -1 | -3
O=C(CSc1nnc(-c2ccccc2)c(-c2ccccc2)n1)Nc1ccc(Br)cn1 | -1 | -8
O=C1C=C(c2ccc3c(c2)oc2ccccc23)C[C@@H](c2ccc3c(c2)OCO3)C1 | -17 | -6
COc1nc(-c2ccccc2)nc(-c2ccccc2)c1C | -14 | -6

Shown comma-delimited: 2 of the compounds above.
structure,H9c2 TAG inh,H9c2 TAG inh DAPI viability
O=C1CC2(CCCC2)C(=O)N1CN1CCN(S(=O)(=O)c2ccc(Cl)c(Cl)c2)CC1,1,-5
COC(=O)c1ccc(S(=O)(=O)N2CCCC2)o1,5,5

This is a subset; count on the stated rates, not on these rows.
